From PubChem BioAssay
SIAH1 antagonists: Siah-1 peptide-binding antagonists, primary screen, biochemical, fluorescence polarization, rhodamine-plectin, uHTS (AID 1817) | hit rate 0.02% among 290,000 | one-dose displacement, % at 20 µM; IC50 in µM for titrated hits | Siah-1 / rhodamine-plectin peptide fluorescence polarization; higher % means a stronger effect;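 active means displacement of at least 50% at 20 µM, with a fluorescence ratio check between 0.3 and a set limit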;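 further: plate controls were Siah plus tracer with DMSO for no effect and tracer alone without Siah for full effect; strong numbers were not always called active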
HIV fusion peptide: cell-free HIV fusion peptide-binding blockers – biochemical, uHTS, fluorescence dequenching, primary screen (AID 1986) | cell-free peptide binding, fluorescence dequenching, 30 min; higher % means a stronger effect | inhibition, % at 20 µM, or IC50 in µM where a hit was titrated | hit rate 0.3% among 290,000; in the data active means inhibition mostly above about 52%, no sharp cut-off; inactive means mostly below about 76%; further: some results filed as inactive read as strong as hits
Rac1 GTP hydrolysis: MgcRacGAP GTPase-activating activity inhibitors, confirmation, biochemical, ADP Hunter fluorescence; MgcRacGAP-stimulated Rac1 GTP hydrolysis, ADP Hunter fluorescence; higher % means a stronger effect; GST-tagged Rac1 F28L mutant substrate; inhibition, % at 30 µM; hits with a dose series show IC50 in µM; hit rate 0.6% among 340,000; AID 624330;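 active means first-screen hits whose inhibition reached a set limit at any dose in the follow-up dose series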;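 further: fluorescence reports GDP produced by GAP-driven GTP hydrolysis; strong numbers were not always called active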
AID2073: disruptors of CaV2.2 binding to Mint1 – biochemical, HTRF (AID 2073); HTRF protein-protein interaction, Mint1-CaV2.2; higher % means a stronger effect; one-dose inhibition, % at 20 µM; IC50 in µM for titrated hits; hit rate 0.19% among 290,000; in the data active means inhibition mostly above about 51%, no sharp cut-off; further: some results filed as inactive read as strong as hits
XIAP displacement: small molecules displacing peptide from XIAP – biochemical, IAP family, fluorescence polarization (AID 1018). XIAP BIR domain, fluorescence polarization peptide displacement; higher % means a stronger effect. displacement, % at 20 µM; hits with a dose series show IC50 in µM. hit rate 0.007% among 200,000; in the data active means displacement above about 50%; further: a part of the inactive calls stands beside numbers as strong as those of hits
Dengue-2 NS5 capping: Dengue-2 NS5 methyltransferase inhibitors, primary screen, biochemical, confirmation dose response (AID 588689); Dengue-2 NS5 methyltransferase capping enzyme assay, biochemical; higher % means a stronger effect; hit rate 0.3% among 340,000; one-dose inhibition, % at 25 µM; IC50 in µM for titrated hits; in the data active means a potency from the dose series
LYP phosphatase: inhibitors of LYP phosphatase, biochemical, fluorescence intensity, uHTS (AID 1779). recombinant LYP phosphatase, fluorescence intensity; higher % means a stronger effect. inhibition, % at 11.5 µM, or IC50 in µM where a hit was titrated. hit rate 0.054% among 290,000; in the data active means inhibition above about 50%;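 further: plate controls were vehicle with enzyme for no effect and no enzyme for full effect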
SV40 large T antigen: SV40 large T antigen inhibitors, biochemical (AID 1903); one-dose inhibition, % at 20 µM; IC50 in µM for titrated hits; hit rate 0.39% among 310,000; SV40 large T antigen ATPase/helicase inhibition assay; higher % means a stronger effect; in the data active means a potency from the dose series; further: strong numbers were not always called active
RSV antiviral HEp-2: inhibition of RSV-induced cytopathic effect – HEp-2 cells, primary 10 µM value included (AID 2391) | HEp-2 cells, RSV-induced CPE inhibition; higher % means a stronger effect | one-dose CPE inhibition, % at 10 µM; IC50 in µM for titrated hits | hit rate 0.13% among 310,000; in the data active means a potency from the dose series; further: strong numbers were not always called active
Dengue-2 NS5 capping pilot replicate: further read-out of Dengue-2 NS5 capping, marked with its call; inhibition, %; measured here: pilot screen replicate inhibition
* = called active by the depositor.

Clc1cccc(C2CCN(Cc3nc(COc4ccccc4)no3)C2)c1 (stereo not drawn) was read as SIAH1 antagonists 1%, HIV fusion peptide 1.7%, Rac1 GTP hydrolysis 9%, AID2073 5%, XIAP displacement -6.0%, Dengue-2 NS5 capping -1%, LYP phosphatase 4%, SV40 large T antigen 9% and RSV antiviral HEp-2 3.1%.
Screening O=C(NCCCN1CCOCC1)c1cc(-c2ccc(Cl)cc2)on1 returned SIAH1 antagonists 10%, HIV fusion peptide 3.1%, Rac1 GTP hydrolysis 3%, AID2073 -4%, XIAP displacement -8.5%, Dengue-2 NS5 capping 2%, LYP phosphatase -4%, SV40 large T antigen -6% and RSV antiviral HEp-2 -1.8%.
Screening O=c1c([N+](=O)[O-])cccn1Cc1cccc(Cl)c1 returned SIAH1 antagonists 5%, HIV fusion peptide 0.8%, Rac1 GTP hydrolysis 1%, AID2073 13%, XIAP displacement -6.1%, Dengue-2 NS5 capping -8%, LYP phosphatase -6%, SV40 large T antigen 19% and RSV antiviral HEp-2 -0.4%.
`CCCn1c(N)c(C(=O)CN2CCc3ccccc3C2)c(=O)n(C)c1=O` gave SIAH1 antagonists 0%, HIV fusion peptide 0.6%, Rac1 GTP hydrolysis 0%, AID2073 6%, XIAP displacement -3.5%, Dengue-2 NS5 capping 5%, LYP phosphatase -4%, SV40 large T antigen 28% and RSV antiviral HEp-2 0.1%.
`Cc1ccc2c3c(c(SCC(=O)Nc4nonc4C)nc2c1)CCCC3` gave SIAH1 antagonists 0%, HIV fusion peptide 2.1%, Rac1 GTP hydrolysis 12%, AID2073 2%, XIAP displacement -17%, Dengue-2 NS5 capping -3%, LYP phosphatase 5%, SV40 large T antigen -5% and RSV antiviral HEp-2 1.0%.
COc1cc(NC(=O)Cc2cccs2)cc(OC)c1 was read as SIAH1 antagonists 2%, HIV fusion peptide -1.2%, Rac1 GTP hydrolysis 8%, AID2073 -4%, XIAP displacement -2.5%, Dengue-2 NS5 capping 0%, LYP phosphatase -11%, SV40 large T antigen 15% and RSV antiviral HEp-2 -0.6%.
Screening CCc1ccc(C(=O)COC(=O)c2ccc(-c3nnc(-c4ccccc4)o3)cc2)cc1 returned SIAH1 antagonists 10%, HIV fusion peptide -0.2%, Rac1 GTP hydrolysis 4%, AID2073 46%, XIAP displacement 0.9%, Dengue-2 NS5 capping -8%, LYP phosphatase -6%, SV40 large T antigen 7%, RSV antiviral HEp-2 -0.5% and Dengue-2 NS5 capping pilot replicate 0.0.
Screening CCOc1ccc(N(CC(=O)NC2CCCCC2)S(=O)(=O)c2c(C)noc2C)cc1 returned SIAH1 antagonists 5%, HIV fusion peptide -1.3%, Rac1 GTP hydrolysis 3%, AID2073 41%, XIAP displacement -6.6%, Dengue-2 NS5 capping -2%, LYP phosphatase 2%, SV40 large T antigen 0% and RSV antiviral HEp-2 -1.3%.
Screening O=C(NCc1ccco1)c1ccc(Cn2c(=O)c3ccccc3n(Cc3cccc(Cl)c3)c2=O)cc1 returned SIAH1 antagonists 5%, HIV fusion peptide -0.5%, Rac1 GTP hydrolysis 3%, AID2073 23%, XIAP displacement -2.5%, Dengue-2 NS5 capping 3%, LYP phosphatase -4%, SV40 large T antigen 22% and RSV antiviral HEp-2 19%.
Screening O=C(NNC(=O)c1cc2ccccc2cc1O)Nc1ccc(F)cc1F returned SIAH1 antagonists 3%, HIV fusion peptide 8.7%, Rac1 GTP hydrolysis 4%, AID2073 27%, Dengue-2 NS5 capping -2%, LYP phosphatase -6%, SV40 large T antigen 19% and RSV antiviral HEp-2 2.3%.
CCN(CC)CCCNC(=O)c1ccc2c(SCC(=O)O)c3c(nc2c1)CCC3 was read as SIAH1 antagonists 14%, HIV fusion peptide 0.7%, AID2073 -2%, XIAP displacement 1.9%, LYP phosphatase -1%, SV40 large T antigen -3% and RSV antiviral HEp-2 1.0%.
CC1(CCc2ccccc2)NC(=S)N(c2ccccc2)N1 (stereo not drawn) was read as SIAH1 antagonists 0%, HIV fusion peptide -2.0%, Rac1 GTP hydrolysis 7%, AID2073 -21%, XIAP displacement -12%, Dengue-2 NS5 capping -3%, LYP phosphatase -10%, SV40 large T antigen 9% and RSV antiviral HEp-2 -1.1%.
For COc1cc(C2CC(=O)c3cnc(N4CCN(Cc5ccccc5)CC4)nc3C2)cc(OC)c1OC (stereo not drawn) the results were SIAH1 antagonists 3%, HIV fusion peptide -3.4%, Rac1 GTP hydrolysis 8%, AID2073 7%, XIAP displacement 4.1%, Dengue-2 NS5 capping 0%, LYP phosphatase 0%, SV40 large T antigen 20% and RSV antiviral HEp-2 -0.3%.
For Cc1ccc(NC(=O)C2CCCN(C(=O)c3ccc(Cl)cc3)C2)c(C)c1 (stereo not drawn) the results were SIAH1 antagonists 6%, HIV fusion peptide 0.4%, Rac1 GTP hydrolysis 2%, AID2073 1%, XIAP displacement -8.4%, Dengue-2 NS5 capping 5%, LYP phosphatase -6%, SV40 large T antigen 0% and RSV antiviral HEp-2 3.5%.
For COc1ccc(S(=O)(=O)N2CC=C(C(=O)NC3CCCC3)CC2)cc1 the results were SIAH1 antagonists -1%, HIV fusion peptide -0.1%, Rac1 GTP hydrolysis 7%, AID2073 2%, Dengue-2 NS5 capping -6%, LYP phosphatase 1% and SV40 large T antigen 10%.
CCOc1ccccc1/C=N/NC(=O)c1cccc(Cl)c1 was read as SIAH1 antagonists 9%, HIV fusion peptide 4.3%, Rac1 GTP hydrolysis 8%, AID2073 4%, XIAP displacement 1.8%, Dengue-2 NS5 capping -5%, LYP phosphatase -7%, SV40 large T antigen 4% and RSV antiviral HEp-2 3.5%.
O=S1(=O)N=C2CCCCCN2C(c2ccc(Cl)cc2)N1 (stereo not drawn) was read as SIAH1 antagonists -1%, HIV fusion peptide -0.4%, Rac1 GTP hydrolysis 1%, AID2073 -6%, XIAP displacement 0.0%, Dengue-2 NS5 capping 3%, LYP phosphatase -9%, SV40 large T antigen 8% and RSV antiviral HEp-2 1.4%.
For COc1ccc(-n2nc(C(=O)NCC(=O)N3CCCC3)c3ccccc3c2=O)cc1 the results were SIAH1 antagonists 3%, HIV fusion peptide 1.5%, Rac1 GTP hydrolysis 7%, AID2073 15%, Dengue-2 NS5 capping -11%, LYP phosphatase -9%, SV40 large T antigen 7% and RSV antiviral HEp-2 1.2%.
Screening Cc1cccc(C2c3[nH]c4ccccc4c3CCN2C(=O)c2cc(C(C)C)nc(N)n2)n1 (stereo not drawn) returned SIAH1 antagonists -6%, HIV fusion peptide -0.8%, Rac1 GTP hydrolysis 7%, AID2073 -22%, XIAP displacement -12%, Dengue-2 NS5 capping -4%, LYP phosphatase -3%, SV40 large T antigen 3% and RSV antiviral HEp-2 4.4%.
For COc1ccc(-n2nc(C(=O)NCC(=O)O)c3ccccc3c2=O)cc1 the results were SIAH1 antagonists -3%, HIV fusion peptide -2.3%, Rac1 GTP hydrolysis 13%, AID2073 44%, Dengue-2 NS5 capping -6%, LYP phosphatase -6%, SV40 large T antigen 25% and RSV antiviral HEp-2 2.3%.
`CC(=O)Nc1cccc(C(=O)OC(C(=O)c2ccc(C)c(C)c2)c2ccccc2)c1` (stereo not drawn) gave SIAH1 antagonists 0%, HIV fusion peptide -1.9%, Rac1 GTP hydrolysis 10%, AID2073 -4%, XIAP displacement -2.2%, Dengue-2 NS5 capping -7%, LYP phosphatase -1%, SV40 large T antigen 5%, RSV antiviral HEp-2 18% and Dengue-2 NS5 capping pilot replicate -2.7.
`CC(C)(C)NC(=O)COC(=O)C1c2ccccc2Oc2ccccc21` gave SIAH1 antagonists 2%, HIV fusion peptide 2.0%, Rac1 GTP hydrolysis 5%, AID2073 3%, Dengue-2 NS5 capping -2%, LYP phosphatase -1%, SV40 large T antigen 9% and RSV antiviral HEp-2 1.7%.
`CC(C)CCNC(=O)CSc1nc2ccccc2c(=O)[nH]1` gave SIAH1 antagonists 2%, HIV fusion peptide 1.9%, Rac1 GTP hydrolysis 1%, AID2073 -2%, XIAP displacement -8.7%, Dengue-2 NS5 capping -1%, LYP phosphatase 1%, SV40 large T antigen 2% and RSV antiviral HEp-2 1.0%.
O=C1CCC(C(=O)N2CCCCO2)CN1Cc1cccc(F)c1 (stereo not drawn) was read as SIAH1 antagonists 2%, HIV fusion peptide -1.3%, Rac1 GTP hydrolysis 4%, AID2073 9%, Dengue-2 NS5 capping 3%, LYP phosphatase -12%, SV40 large T antigen 10% and RSV antiviral HEp-2 1.2%.

Next part, starting with the last two of the part before.
`CC(C)CCNC(=O)CSc1nc2ccccc2c(=O)[nH]1` gave SIAH1 antagonists 2%, HIV fusion peptide 1.9%, Rac1 GTP hydrolysis 1%, AID2073 -2%, XIAP displacement -8.7%, Dengue-2 NS5 capping -1%, LYP phosphatase 1%, SV40 large T antigen 2% and RSV antiviral HEp-2 1.0%.
O=C1CCC(C(=O)N2CCCCO2)CN1Cc1cccc(F)c1 (stereo not drawn) was read as SIAH1 antagonists 2%, HIV fusion peptide -1.3%, Rac1 GTP hydrolysis 4%, AID2073 9%, Dengue-2 NS5 capping 3%, LYP phosphatase -12%, SV40 large T antigen 10% and RSV antiviral HEp-2 1.2%.
`CC(C(=O)NC(C)(C)C)N1C(=O)c2cccc3cccc(c23)C1=O` (stereo not drawn) gave SIAH1 antagonists 0%, HIV fusion peptide 1.9%, Rac1 GTP hydrolysis 1%, AID2073 16%, XIAP displacement -8.3%, Dengue-2 NS5 capping 11%, LYP phosphatase -2%, SV40 large T antigen 4% and RSV antiviral HEp-2 0.8%.
`O=C(COc1cc(F)ccc1[N+](=O)[O-])Nc1ccc(N2CCCCC2)cc1` gave Rac1 GTP hydrolysis 6%, Dengue-2 NS5 capping 1%, SV40 large T antigen 12% and RSV antiviral HEp-2 10%.
CCCSc1nc(C)c(-c2csc(C(C#N)=C3CCCC3)n2)cc1C#N was read as SIAH1 antagonists 2%, HIV fusion peptide 0.4%, Rac1 GTP hydrolysis 8%, AID2073 23%, XIAP displacement -18%, Dengue-2 NS5 capping -4%, LYP phosphatase 12%, SV40 large T antigen 12% and RSV antiviral HEp-2 10%.
Cn1c(COc2ccccc2)nnc1SCC(=O)Nc1ccc(N2CCOCC2)c(Cl)c1 was read as SIAH1 antagonists 2%, HIV fusion peptide 3.2%, Rac1 GTP hydrolysis 7%, AID2073 5%, XIAP displacement -2.2%, Dengue-2 NS5 capping 2%, LYP phosphatase -7%, SV40 large T antigen 3% and RSV antiviral HEp-2 1.0%.
Screening CC(=O)CCS(=O)(=O)c1ccc(Oc2ccc(S(=O)(=O)CCC(C)=O)cc2)cc1 returned SIAH1 antagonists 10%, HIV fusion peptide 0.6%, Rac1 GTP hydrolysis 5%, AID2073 -2%, XIAP displacement -2.8%, Dengue-2 NS5 capping 4%, LYP phosphatase -8%, SV40 large T antigen 9% and RSV antiviral HEp-2 1.4%.
For COc1ccc(S(=O)(=O)N2CCN(C3Cc4ccccc4C3)CC2)cc1 the results were SIAH1 antagonists -3%, HIV fusion peptide -1.2%, Rac1 GTP hydrolysis 4%, AID2073 18%, XIAP displacement -0.9%, Dengue-2 NS5 capping 0%, LYP phosphatase -7%, SV40 large T antigen 7% and RSV antiviral HEp-2 1.2%.
